Screening data (PubChem)
UTI89 phage lysis: protection from phage-mediated lysis, alamar blue read-out – E. coli UTI89, K1F phage, bacterial capsule biogenesis inhibitors (AID 488966); one-dose inhibition, % at 100 µM; IC50 in µM for titrated hits; actives 0.02% (n = 340,000); E. coli UTI89 K1F phage lysis, alamar blue, 2 h; higher % means a stronger effect;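 active = phage lysis inhibition, versus mean bacterial control, above a set limit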;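 note: capsule biogenesis inhibitors block K1F phage lysis so surviving cells raise fluorescence; higher fluorescence means more inhibition of phage lysis; actives were called in the ten point dose series up to 300 µM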
Active calls of the source: *; [ ] = remark or other dose. This is a subset (hit frequency here may not be typical).

compound	UTI89 phage lysis
CC(=O)c1ccc(OCCCC(=O)Nc2ccc(S(=O)(=O)N3CCOCC3)cc2)cc1	0.8%[50 µM]
CC(=O)Nc1cccc(C(=O)OC(C)C(=O)N2CCc3ccccc32)c1 (stereo not given)	1.2%[50 µM]
O=C(Nc1cccc(C(=O)O)c1)Nc1ccc2c(c1)OCO2	0.4%
N#CC[C@H](Cc1ccccc1)N1CC[C@@H](NC(=O)OCc2ccccc2)CCC1=O	2.1%
CN(C)c1ccc(/C=C(/NC(=O)c2ccccc2)C(=O)N2CCCC2)cc1	0.7%
CCN1CCN(C(c2cccs2)C(C)NC(=O)C(=O)N2CCCCC2)CC1 (stereo not given)	0.4%
COc1ccccc1C(=O)Nc1ccc2c(c1)CCCN2C(=O)c1cccs1	0.3%
Cc1onc(-c2c(F)cccc2Cl)c1C(=O)OCC(=O)NCc1ccccc1	0.1%[50 µM]
O=C(NNC(=O)c1ccccc1F)c1ccco1	0.3%
Nc1ncnc(N)c1N=Nc1ccccc1	0.4%
COc1ccc(Br)cc1CN(C)CC(=O)Nc1cccc(S(=O)(=O)N2CCCC2)c1	-4.5%
COc1ccc(CNCC(=O)Nc2cc(OC)cc(OC)c2)cc1	0.1%
COC(=O)c1cccc(F)c1C(=O)c1cccc2ccccc12	-0.7%
Cn1c(=S)c2[nH]c(SCc3cccnc3)nc2n(C)c1=O	0.0%
Nc1ncnc2c1ncn2C1OC(C(=O)NC2CC2)C(O)C1O (stereo not given)	2.1%
COc1ccc(CCN2CC(C(=O)Nc3ccc(S(C)(=O)=O)cc3)CC2=O)cc1OC (stereo not given)	0.9%[50 µM]
CCC(C)(C)NC(=O)CN(C(=O)CCC(=O)Nc1nccs1)c1ccc2c(c1)OCO2	0.2%
COc1ccc(C(=O)N2CCN(S(=O)(=O)c3ccc(Br)cc3)CC2)cc1	0.2%[50 µM]
O=c1[nH]c(/C=C\c2ccc(O)cc2)nc(O)c1[N+](=O)[O-]	-2.4%
COc1ccc(NS(=O)(=O)c2cccc(C(=O)NC3CCN(Cc4ccccc4)CC3)c2)cc1	-0.1%
O=C(CN1C(=O)NC(c2ccccc2)(c2ccccc2)C1=O)NCC(=O)Nc1ccc(F)cc1	0.6%[50 µM]
C=CC[C@H](CC(=O)N(CCO)Cc1ccccc1)C(=O)N[C@@H](COC(=O)[C@@H](CC=C)Cc1ccc(F)cc1)Cc1c[nH]c2ccccc12	0.0%
O=C(O)c1cccc(C(=O)O)c1Br	1.9%
O=C(Nc1nnc(S(=O)(=O)N2CCCCCC2)s1)c1ccccc1	-0.2%
O=C1OCCN1C(=O)[C@H]1[C@H](c2ccc(Cl)cc2)C(c2ccccc2)=NN1c1ccc(Br)cc1	0.2%
C/C(=N\NC(=O)c1ccco1)c1ccc(C(=O)O)s1	1.6%[50 µM]
NC(=O)c1ccc(SCC(=O)OCC(=O)NCc2ccco2)c([N+](=O)[O-])c1	0.5%[50 µM]
CC(C)c1ccccc1OCCCCN1CCCCC1	-0.3%
Cc1ccc2[nH]cc(CCNC(=O)c3ccco3)c2c1	0.3%
COc1ccc(C(=O)NC2CC(C)(C)NC(C)(C)C2)cc1OC	-0.9%
Cc1ccc([C@@H]2CC=C(C(=O)O)[C@H](c3ccccc3)N2S(=O)(=O)c2ccccc2C)cc1	-0.2%
CC1CCCCN1C(=O)CSc1nnc2c(n1)[nH]c1ccc(F)cc12 (stereo not given)	-0.1%
COc1ccc(CCN(C)C2CCCN(S(=O)(=O)c3ccccc3)C2)cc1OC (stereo not given)	-0.3%
CC(C)[C@H](N)C(=O)NC[C@H]1O[C@@H](n2cnc3c(N)ncnc32)[C@H](O)[C@@H]1O	0.1%
CC1(C)Cc2cccc(OCC(=O)Nc3ccc(S(N)(=O)=O)cc3)c2O1	1.2%[50 µM]
COc1ccc(S(=O)(=O)N(C)c2ccc(C(=O)NCc3ccccn3)cc2)cc1OC	-0.3%[50 µM]
CCOc1ccccc1NC(=O)Nc1ccc2c(c1)CCC2	1.0%[50 µM]
COc1ccc(NC(=O)CN(C)C(=O)C2(c3ccccc3)CCCC2)cc1	3.3%
O=C1c2ccccc2C(=O)N1OS(=O)(=O)c1ccc(F)cc1	-0.5%
O=C(CN1CCN(c2ccc(F)cc2)CC1)Nc1ccccc1C(=O)NCCc1ccccc1	-0.2%
O=C1c2ccc(Oc3ccc([N+](=O)[O-])cc3)cc2C(=O)N1CCO	0.2%
CCN(C(=O)C(C)Sc1nnc(-c2ccncc2)n1C)C1CCCCC1 (stereo not given)	0.3%[50 µM]
CC(C)c1ccc(NC(=O)NCc2cccnc2)cc1	0.0%
CCOC(=O)C1=CN(Cc2cccc(-c3cccnc3)c2)S(=O)(=O)N(CC)C1C (stereo not given)	-0.2%
Cc1nc2ncccn2c1-c1csc(Nc2cccc(C(=O)O)c2)n1	-0.1%
Cc1ccc2nc(N3C(=O)C(O)=C(C(=O)c4ccc(C)o4)C3c3ccc(O)cc3)sc2c1 (stereo not given)	-2.2%[50 µM]
CCN1C(=O)[C@H]2[C@@H](c3ccc(C)cc3)N3C(=O)N(c4cccc(Cl)c4)C(=O)[C@@]3(CC)[C@H]2C1=O	-3.3%
COc1ccc(C2=CC(=O)C[C@H](c3ccc(Cl)cc3)C2)cn1	0.8%
Cc1cccc(COc2ccccc2C(=O)N(C)CC(=O)Nc2cccc(F)c2)c1	0.4%[50 µM]
O=C(NCCc1ccc(C(F)(F)F)cc1)C1CCC(=O)N(CCCc2ccccc2)C1 (stereo not given)	-0.2%

In the list so far, 11 have an aryl methoxy group.
compound	UTI89 phage lysis
COc1ccccc1C(=O)Nc1ccc2c(c1)CCCN2C(=O)c1cccs1	0.3%
COc1ccc(Br)cc1CN(C)CC(=O)Nc1cccc(S(=O)(=O)N2CCCC2)c1	-4.5%
COc1ccc(CNCC(=O)Nc2cc(OC)cc(OC)c2)cc1	0.1%
COc1ccc(CCN2CC(C(=O)Nc3ccc(S(C)(=O)=O)cc3)CC2=O)cc1OC (stereo not given)	0.9%[50 µM]
COc1ccc(C(=O)N2CCN(S(=O)(=O)c3ccc(Br)cc3)CC2)cc1	0.2%[50 µM]
COc1ccc(NS(=O)(=O)c2cccc(C(=O)NC3CCN(Cc4ccccc4)CC3)c2)cc1	-0.1%
COc1ccc(C(=O)NC2CC(C)(C)NC(C)(C)C2)cc1OC	-0.9%
COc1ccc(CCN(C)C2CCCN(S(=O)(=O)c3ccccc3)C2)cc1OC (stereo not given)	-0.3%
COc1ccc(S(=O)(=O)N(C)c2ccc(C(=O)NCc3ccccn3)cc2)cc1OC	-0.3%[50 µM]
COc1ccc(NC(=O)CN(C)C(=O)C2(c3ccccc3)CCCC2)cc1	3.3%
COc1ccc(C2=CC(=O)C[C@H](c3ccc(Cl)cc3)C2)cn1	0.8%

Next part:
compound	UTI89 phage lysis
O=[N+]([O-])c1ccccc1S(=O)(=O)NCCSc1ccccc1	0.9%
O=C(COc1ccc(Cl)cc1)NNC(=O)c1ccc2c(=O)n3c(nc2c1)CCC3	1.1%[50 µM]
COc1ccc(N(C)S(=O)(=O)c2ccc(Cl)c(C(=O)NCC(C)(C)N3CCOCC3)c2)cc1	0.3%[50 µM]
Cc1nc(N2CCN(c3ccccc3)CC2)[nH]c(=O)c1C	0.0%
COC(=O)[C@H](Cc1ccccc1)NS(=O)(=O)c1ccc(F)cc1Br	0.0%
CC(=O)Nc1ccc(S(=O)(=O)N[C@@H](C)C(=O)OCC(=O)NC2CCCC2)cc1	0.7%[50 µM]
Cc1c(C(=O)NCCc2ccc(Cl)cc2)sc2nc3n(c(=O)c12)CCC3	-0.2%
Cc1ccc2sc(N(CCCN(C)C)C(=O)c3ccc(S(=O)(=O)N4CCOCC4)cc3)nc2c1C	0.6%[50 µM]
O=C(CSc1cc(Cl)ccc1Cl)NCCN1C(=O)CSC1=O	-0.5%
Cc1cccc(C)c1NC(=O)CNC(=O)c1c(C)nn(-c2ccccc2)c1C	1.3%[50 µM]
CN(C(=O)COC(=O)C1=COCCO1)C1(C#N)CCCCC1	0.1%[50 µM]
COC(=O)C(C)Sc1nc2ccsc2c(=O)n1Cc1ccccc1 (stereo not given)	-0.1%
Cc1cc(C)cc(NC(=O)CS(=O)(=O)c2cccc3nsnc23)c1	-0.5%
Cc1ccc(N2C(=O)CC(C)CC2=O)cc1	0.2%
COc1cc(C(=O)N/C(=C\c2cn(S(=O)(=O)N(C)C)c3ccccc23)C(=O)N2CCCC2)cc(OC)c1OC	0.8%
O=C(C[C@@H]1NS(=O)(=O)OC2CCCCC21)c1ccccc1 (stereo not given in full)	0.2%
CC(NC(=O)C(=O)NCCN1CCN(C(=O)c2ccc([N+](=O)[O-])cc2)CC1)c1ccccc1 (stereo not given)	-0.8%
CC1(C)Cc2cccc(OCC(=O)NCCc3ccc(S(N)(=O)=O)cc3)c2O1	0.5%[50 µM]
CCN1CCN(c2ccc(S(=O)(=O)N3CCOCC3)cc2NC(=O)c2ccc(C)c(C)c2)CC1	1.1%[50 µM]
O=C1CCC/C=C/C[C@H](CC(=O)N(CCO)Cc2ccccc2)C(=O)N[C@@H](Cc2ccccc2)CO1	1.1%
COc1ccc(CC(=O)NNC(=O)c2ccc(Br)s2)cc1OC	-0.8%
O=C(NC1CCCN(Cc2ccc(Cl)cc2)C1)c1cccc(F)c1 (stereo not given)	0.5%
CCOC(=O)C1CCCN(C(=O)c2ccc3oc(CCc4ccccc4)nc3c2)C1 (stereo not given)	0.3%
COc1ccc(CCNC(=O)CCCC(=O)n2nc(C)c3ccccc32)cc1OC	0.1%
COc1ccccc1C(=O)Cc1ccccc1	2.7%

Remaining list, next part.
Structure	UTI89 phage lysis
CCC(NC(=O)c1ccccc1NC(=O)C(C)(C)C)C(=O)N1CC(C)OC(C)C1 (stereo not given)	2.0%[50 µM]
Cc1ccc(/C=N/NC(=O)c2ccc3ccccc3c2)s1	0.0%[50 µM]
COC(=O)C(CC(=O)c1ccccc1)CC(=O)c1ccccc1	0.0%
COc1cc(C(=O)OCC(=O)N(CC(C)C)C2CCS(=O)(=O)C2)ccc1OCC(C)C (stereo not given)	0.1%[50 µM]
O=C(CCCOC(=O)c1ccc(O)cc1O)c1ccc(Br)cc1	0.0%[50 µM]
CC(=O)N1c2ccc(S(=O)(=O)N3CCCC3)cc2CC1C(=O)NCc1ccc(OC(C)C)cc1 (stereo not given)	0.3%
CC(CCc1ccccc1)NS(=O)(=O)c1ccc(Cl)c(C(=O)O)c1 (stereo not given)	0.6%
COc1ccc(-c2oc(=O)c3cc(OC)c(OC)cc3c2C(F)(F)F)cc1	3.3%
Cc1ccc2oc(C(=O)N(C)CCC(O)c3ccccc3)c(C)c2c1 (stereo not given)	0.5%
COc1ccc(N(C(=O)Cn2nnc(-c3ccc(F)cc3)n2)C(C)C(=O)NC2CCCC2)cc1OC (stereo not given)	-0.1%
Cc1c(Br)c(C(F)(F)F)nn1CC(=O)N(C)C1CCCCC1	0.2%
COc1cc(C2C(c3ccccc3)C(c3cc(OC)cc(=O)o3)C2c2ccccc2)oc(=O)c1 (stereo not given)	2.8%
O=C(Cc1ccc(Cl)c(Cl)c1)N/N=C/c1cccnc1	-0.3%[50 µM]
CCCCS(=O)(=O)N1CCC(C(=O)NCC2CCCO2)CC1 (stereo not given)	0.1%
CC(=O)c1cccc(OCc2cc(C(=O)NCCC3=CCCCC3)no2)c1	0.0%
O=C(CSc1nc2ncccc2[nH]1)NC1CCCCC1	-0.6%
COc1cc(CNc2ccc3[nH]c(=O)[nH]c3c2)ccc1OCc1ccc(C)cc1	1.5%[50 µM]
Cc1cc(NC(=O)CCN2CCN(CCO)CC2)ccc1Br	1.0%
Cc1ccc(NC(=O)c2cccc3c2C(=O)N(C2CCCCC2)C3)c(C)c1	0.0%
CCOc1ccccc1N1CC(C(=O)Nc2cc(S(C)(=O)=O)ccc2Cl)CC1=O (stereo not given)	0.6%[50 µM]
CC(=O)Nc1ccc(S(=O)(=O)N2CCN(C(=O)c3ncoc3-c3ccc(C)cc3)CC2)cc1	-0.6%
O=C(CSc1nnc(CNC(=O)c2cccc(C(F)(F)F)c2)o1)NCc1ccco1	1.3%[50 µM]
COCCNC(=O)c1cc(-c2ccccn2)nc2ccc(S(=O)(=O)N3CCC(C)CC3)cc12	0.4%
CC(=O)N1c2ccc(S(=O)(=O)N(C)C3CCCCC3)cc2CC1C (stereo not given)	2.1%
Cc1cccc(C)c1NC(=O)CS(=O)CC(=O)Nc1ccc(N2CCOCC2)cc1 (stereo not given)	0.4%
CC(C)Cc1ccc(S(=O)(=O)NCC2CCCO2)cc1 (stereo not given)	0.1%
O=C(NCc1ccccc1Cl)c1cccc2c1C(=O)c1ccc(-c3ccc(OC(F)(F)F)cc3)cc1S2(=O)=O	0.8%
O=C(O)CC1(CC(=O)NCc2ccc(F)cc2)CCCCC1	0.4%
COc1ccc(CC(=O)NCc2ccc(F)cc2)cc1S(=O)(=O)N1CCOCC1	0.5%[50 µM]
CC(=O)c1ccccc1C(=O)N1CCCC(N2CCN(Cc3ccc4c(c3)OCO4)CC2)C1 (stereo not given)	0.0%
Cc1ccc(OCC(=O)Nc2ccccc2C(=O)N2CCCCC2)cc1	-0.2%
CC(C)CCNC(=O)CN1C(=O)NC(c2ccccc2)(c2ccccc2)C1=O	0.0%
CCCCCCSc1ccc([C@H]2N[C@@](CC(C)C)(C(=O)OC)[C@H]3C(=O)N(C)C(=O)[C@@H]23)cc1OC	-0.6%
CCc1ccc(OC(=O)CN2C(=O)c3ccccc3C2=O)cc1	-0.6%
O=C(O)c1cccc2c1/C(=N/Nc1ccc([N+](=O)[O-])cc1[N+](=O)[O-])c1ccccc1-2	0.3%
COc1ccccc1-n1cc2c([N+](=O)[O-])cc([N+](=O)[O-])cc2n1	-1.4%[50 µM]
O=C(NCc1nnc(SCC(=O)N2CCCC2)o1)c1ccccc1	1.7%[50 µM]
O=C(CSc1nc2ccccc2c(=O)n1CCCN1CCOCC1)Nc1ccc(F)c(Cl)c1	-0.3%[50 µM]
Cc1cc(C)n(CCC(=O)N2CCCC(N3CCN(c4cccc(Cl)c4)CC3)C2)n1 (stereo not given)	0.0%
